JMJD2C inh – blocks human GASC-1 demethylase activity; Q9H3R0; GST-JMJD2C(1-420) H3K9me3 demethylation, DELFIA europium; inhibition, % at 2.35 µM; 330,000 compounds, 0.069% hits; AID 2099;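 active means more than half of a compound's replicate wells show inhibition beyond 50%, single wells judged on their own value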;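 further: signal counts dimethyl H3K9 product captured on neutravidin plate; 0% = median of DMSO wells and 100% = 0.3 times that DMSO median; strong numbers were not always called active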
Target sequence (Q9H3R0 1-420 limits assumed): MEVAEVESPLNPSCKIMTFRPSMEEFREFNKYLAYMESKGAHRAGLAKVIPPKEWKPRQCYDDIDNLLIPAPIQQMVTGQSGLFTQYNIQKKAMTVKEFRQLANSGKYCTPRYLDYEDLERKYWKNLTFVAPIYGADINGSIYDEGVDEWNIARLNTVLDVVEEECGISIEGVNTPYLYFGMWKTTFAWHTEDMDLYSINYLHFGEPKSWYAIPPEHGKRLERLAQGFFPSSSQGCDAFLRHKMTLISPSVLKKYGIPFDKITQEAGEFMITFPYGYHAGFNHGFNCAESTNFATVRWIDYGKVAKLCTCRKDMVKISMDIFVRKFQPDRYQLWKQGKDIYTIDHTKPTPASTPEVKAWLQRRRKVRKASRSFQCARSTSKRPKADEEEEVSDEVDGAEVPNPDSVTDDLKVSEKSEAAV
Yeast superoxide – yeast age-related superoxide inhibition as caloric restriction mimetic. AID 2690. superoxide response (% of plate mean), % at 10 µM. S. cerevisiae aged cells, superoxide DHE fluorescence; hits give low values. 330,000 compounds, 0.18% hits;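 active means superoxide response under a set limit, about three screen SD below normal, cut at about 65% in these data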;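 further: yeast aged for seven days with compound at 30 °C before DHE staining; 100% = average MFI of all compound-treated wells on the plate with controls excluded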
Numbers without * were called inactive. An excerpt. The share of hits here may be higher or lower than overall.

Value order – JMJD2C inh	Yeast superoxide
> O=C(C1CCC1)N1CCN(c2ccc(C(F)(F)F)cc2[N+](=O)[O-])CC1
    12	129
> CC1CN(C(=O)c2ccc([N+](=O)[O-])s2)CC(C)O1 (stereo not given)
    9	107
> O=C(CNC(=O)c1ccccc1F)OC1CCOC1=O (stereo not given)
    6	92
> CC1CCCCC1NCC(=O)Nc1ccccc1C(=O)Nc1ccccc1 (stereo not given)
    20	95
> COc1ccc2c3c(cccc13)C(=O)CC2
    1	93
> O=C(Nc1cc(S(=O)(=O)N2CCOCC2)ccc1N1CCOCC1)c1c(F)cccc1Cl
    10	98
> CC(C)NC(=O)Nc1ccc2c(c1)C(=O)N([C@H](C)CO)C[C@H](C)[C@@H](CN(C)S(=O)(=O)c1ccc(F)cc1)O2
    7	102
> O=C(Nc1cccc(S(=O)(=O)NCc2ccco2)c1)c1ccc(Cl)cc1
    -4	113
> CC(C)(C)OC(=O)C[C@H]1C/C=C\C[C@H](CC(=O)N[C@H](CO)Cc2ccccc2)C(=O)N[C@H](Cc2ccccc2)COC1=O
    0	102
> O=C(Nc1ccc2ccccc2c1)c1ccc(Br)o1
    5	93
> CC(C)N(C(=O)[C@H]1CC(CC(=O)NCCC2=CCCCC2)C(=O)N2CCc3c([nH]c4ccccc34)[C@]12C)C(C)C (stereo not given in full)
    -8	106
> C=CCC[C@H](Cc1ccc(F)cc1)C(=O)OC[C@H](Cc1c[nH]c2ccccc12)NC(=O)[C@@H](CC=C)CC(=O)N[C@@H](CO)Cc1ccccc1
    -3	100
> O=C1CN(C(=O)COC(=O)CCC(=O)c2ccc(F)cc2)c2ccccc2N1
    14	94
> Cc1ccc(C2(C)NC(=O)N(CC(=O)N3CC(=O)Nc4ccccc43)C2=O)cc1 (stereo not given)
    21	91
> O=S(=O)(c1ccc(F)cc1)N1CCN(S(=O)(=O)c2ccc3c(c2)OCCO3)CC1
    2	96
> COc1ccc(OC)c(-n2c(SCC(=O)NCC3CCCO3)nc3ccccc3c2=O)c1 (stereo not given)
    3	76
> C=CCC[C@H](Cc1ccc(F)cc1)C(=O)OC[C@@H](Cc1c[nH]c2ccccc12)NC(=O)[C@@H](CC=C)CC(=O)N(CCO)Cc1ccccc1
    -17	92
> Cc1cc(C)cc(OCC(=O)N2CCN(c3ncccn3)CC2)c1
    -2	93
> Cn1c(-c2ccccc2)cnc1NCc1cc(Cl)ccc1O
    -12	98
> Cc1cccc(C)c1OCC(=O)NNC(=O)CCCn1c(=O)oc2ccccc21
    2	87

Among those listed so far, these contain a furan ring, fused or not:
Value order – JMJD2C inh	Yeast superoxide
> O=C(Nc1cccc(S(=O)(=O)NCc2ccco2)c1)c1ccc(Cl)cc1
    -4	113
> O=C(Nc1ccc2ccccc2c1)c1ccc(Br)o1
    5	93

(listing goes on)
Value order – JMJD2C inh	Yeast superoxide
> CC(=O)C[C@@H](O)CC(=O)[C@H]1OC(=O)[C@H](C)C/C=C\Cc2ccccc21
    46	101
> COc1cc(C(C)=O)ccc1OCC(=O)NC(=O)Nc1ccc(C)cc1C
    -10	86
> C[C@@H]1CN([C@H](C)CO)C(=O)c2cc(NC(=O)Nc3ccc(C(F)(F)F)cc3)ccc2O[C@H]1CN(C)S(=O)(=O)c1ccc(Cl)cc1
    -2	135
> CN(C)C/C=C/C(=O)Nc1cccc(-c2c[nH]c3ncnc(Oc4ccc(NC(=O)CC(=O)Nc5ccc(F)cc5)cc4F)c23)c1
    -13	82
> CC1CCCC(C)N1C(=O)COC(=O)c1ccc(Br)o1 (stereo not given)
    3	94
> O=C(COC(=O)C1CC1)Nc1ccc(S(=O)(=O)N2CCOCC2)cc1
    -2	104
> Cc1cc(C)n2nc(SCC(=O)N3CCC(C(=O)O)CC3)nc2n1
    2	107
> CCc1c(C(=O)NNC(=O)Nc2ccc3c(c2)OCO3)csc1C
    0	110
> CCN(C[C@H]1N[C@@](C)(C(=O)OC)[C@H]2C(=O)N(Cc3ccccc3)C(=O)[C@@H]12)S(=O)(=O)c1ccc(F)cc1
    -59	112
> CN(C(=O)c1ccc(NC(=O)C2CCCN(C(=O)OC(C)(C)C)C2)cc1)C1CCCCC1 (stereo not given)
    0	94
> CC(C)C[C@@H](CNC(=O)OC(C)(C)C)NC(=O)c1nc[nH]c1C(=O)N[C@@H](CC(C)C)C(=O)CNC[C@H](CC(C)C)NC(=O)c1nc[nH]c1C(=O)N[C@@H](Cc1c[nH]c2ccccc12)C(=O)OC(C)(C)C
    -1	101
> Cn1cccc1C1CCCN1CC(=O)Nc1ccc(C(N)=O)cc1 (stereo not given)
    9	91
> CC(C)(C)OC(=O)N1CCC(NC(=O)c2nc[nH]c2C(=O)N2CCN(c3ccccc3)CC2)CC1
    4	116
> CCC1CCCCN1C(=S)NC(=O)c1ccco1 (stereo not given)
    -1	97
> COc1ccc(COC(=O)CN2C(=O)NC3(CC(C)CC(C)(C)C3)C2=O)cc1F (stereo not given)
    1	76
> Cc1ccc(NC(=O)NC2CCCCCCC2)cc1
    10	112
> CC(=O)N1CCN(C(=O)COC(=O)/C=C/c2ccc(C(F)(F)F)cc2)CC1
    -13	84
> CCOC(=O)[C@@H]1[C@H]2COc3ccc(Br)cc3[C@@H]2N2C(=O)N(c3ccc(Br)cc3)C(=O)[C@@]12C
    -3	109
> COC(=O)[C@]1(C)N[C@H](CN(C)S(=O)(=O)c2ccc(C)cc2)[C@@H]2C(=O)N(Cc3ccccc3)C(=O)[C@@H]21
    62*	94
> CCC(C)c1ccc(NC(=O)c2ccco2)cc1 (stereo not given)
    -6	96

Complete entries as entered above. Values in the order: JMJD2C inh | Yeast superoxide
CC(=O)N1CCN(C(=O)COC(=O)/C=C/c2ccc(C(F)(F)F)cc2)CC1 is listed with -13 | 84
CCOC(=O)[C@@H]1[C@H]2COc3ccc(Br)cc3[C@@H]2N2C(=O)N(c3ccc(Br)cc3)C(=O)[C@@]12C is listed with -3 | 109
Cn1cccc1C1CCCN1CC(=O)Nc1ccc(C(N)=O)cc1 (stereo not given) is listed with 9 | 91

Next section
Value order – JMJD2C inh	Yeast superoxide
> CCc1ccc(C(=O)Nc2cc(S(=O)(=O)N3CCOCC3)ccc2N2CCOCC2)cc1
    -1	93
> O=C(COC(=O)Cn1nnc(-c2ccccc2)n1)Nc1cc(F)ccc1F
    2	93
> CC(C)(C)OC(=O)C[C@@H]1C/C=C\C[C@@H](CC(=O)N[C@@H](CO)Cc2ccccc2)C(=O)NC[C@@H](c2ccccc2)OC1=O
    21	122
> CCCCCCSc1cccc(-c2nc3ccccn3c2NCc2ccccc2)c1
    -1	91
> O=C(N/N=C/c1cn(Cc2cccc(F)c2)c2ccccc12)c1cc(O)cc(O)c1
    1	109
> COc1ccc2oc(C(=O)OC(C)C(=O)N3C(C)CCCC3C)c(C)c2c1 (stereo not given)
    7	89
> COc1cc(/C=C/C(=O)Nc2ccc(OC)c(S(=O)(=O)N3CCOCC3)c2)ccc1OCC#N
    -5	82
> CCCC(CNC(=O)COC(=O)C1=NNC(=O)CC1)c1ccc(Cl)cc1Cl (stereo not given)
    -3	96
> COc1cc(/C=C/C(=O)OCC(=O)c2ccc(OC(F)F)cc2)ccc1O
    14	76
> Cc1cc(C)cc(NC(=O)NC2CCCCCCC2)c1
    -5	114
> C[C@]12c3[nH]c4ccccc4c3CCN1C(=O)C(CC(=O)NCCc1ccccn1)C[C@@H]2C(=O)N1CCOCC1 (stereo not given in full)
    -4	99
> CCN(CC)S(=O)(=O)c1ccc(C(=O)Nc2cc(S(=O)(=O)N3CCOCC3)ccc2O)cc1
    4	93
> O=C(COC(=O)COc1ccc(Br)cc1)NNC(=O)c1ccccc1
    -8	92
> O=C(COC(=O)c1cccc(Br)c1)NCc1ccco1
    11	104
> O=C(COC(=O)c1ccc(Br)o1)NCc1ccc2c(c1)OCO2
    -1	119
> CCN(C[C@H]1N[C@@](Cc2ccccc2)(C(=O)OC)[C@H]2C(=O)N(Cc3ccccc3)C(=O)[C@@H]12)S(=O)(=O)c1ccc(F)cc1
    -6	87
> CC(=O)c1ccc(OCc2cc(C(=O)N3CCCCCCC3)no2)cc1
    26	115
> COc1cc(OC)cc(C(=O)NNC(=O)CCNC(=O)c2ccc(Br)cc2)c1
    21	117
> Cn1c(N)c(C(=O)COC(=O)c2ccc(C(F)(F)F)cc2)c(=O)n(C)c1=O
    5	123
> Cc1ccc2c(COC(=O)C3CC(=O)N(c4ccc5c(c4)OCCO5)C3)cc(=O)oc2c1 (stereo not given)
    1	111
> CC(C)(C)[C@@H]1CCC(=O)N(CC[C@H](Sc2ccc(Br)cc2)c2ccccc2)CC1
    7	110
> COC(=O)[C@H](CCSC)NC(=O)Cn1cnc2c(SC)nc(N)nc21
    19	99
> O=S(=O)(Nc1ccccc1N1CCOCC1)c1cccs1
    7	100
> CC[C@]12c3[nH]c4ccccc4c3CCN1C(=O)C(CC(=O)NCc1ccco1)C[C@@H]2C(=O)N1CCN(C(=O)C2CC2)CC1 (stereo not given in full)
    -5	96
> CC(C(=O)Nc1ccc(C(F)(F)F)cc1)N(C)CC(=O)N1CCN(Cc2ccccc2)CC1 (stereo not given)
    9	83
> CN(C(=O)c1cccc(S(=O)(=O)NCc2ccccc2)c1)C1CCCCC1
    -3	120
> CN1CCN(C(=O)c2cccc(-c3cc(O)c4ncccc4c3)c2)CC1
    5	91
> O=[N+]([O-])c1ccc(Nc2ccccc2O)c2nonc12
    28	107
> CCN(CC)c1ccc(S(=O)(=O)N2CCOCC2)cc1NC(=O)Nc1ccccc1
    12	102
> C=CCN(CC(=O)NC1CC1)S(=O)(=O)c1cccc(C(F)(F)F)c1
    6	109
> OCCCNc1ncnc2scc(-c3ccc(Cl)cc3)c12
    -3	92
> Cc1cc(C)n(-c2ccc(C(=O)OCC(=O)Nc3ccccc3F)cc2)n1
    5	98
> O=C(COC(=O)Cc1c(Cl)cccc1Cl)NCc1ccco1
    6	87
> COc1ccc(C(=O)OCC(=O)c2c(N)n(C)c(=O)n(C)c2=O)c(OC)c1OC
    8	102
> O=C(COC(=O)Cc1cccs1)Nc1cc(S(=O)(=O)N2CCOCC2)ccc1Cl
    7	122
> COc1ccccc1NC(=O)COc1ccc(C(=O)NCC2CCCO2)cc1OC (stereo not given)
    0	99
> CN(C)c1ccc(C(=O)NNC(=O)C23CC4CC(CC(C4)C2)C3)cc1
    0	106
> COC(=O)C1=CN(c2ccc(Cl)cc2)C=C(C(=O)OC)C1c1ccc([N+](=O)[O-])cc1
    -5	103
> CCn1nc(CC(C)C)cc1C(=O)N1CCCC(Nc2ccc(F)cc2)C1 (stereo not given)
    0	119
> O=C1c2ccccc2C(=O)N1CCCCc1cn(C[C@H]2CC[C@@H]([C@@H]3CC[C@H](Cn4cc(CCCCN5C(=O)c6ccccc6C5=O)nn4)O3)O2)nn1
    8	104
> O=C(c1cc(-c2ccncc2)nc2ccccc12)N1CCN(c2ncccn2)CC1
    -17	119
> COc1ccc(CN(C)C(=O)COC(=O)c2cnc(Cl)c(Cl)c2)cc1
    3	100
> CC1CCCCN1S(=O)(=O)c1cccc2nonc12 (stereo not given)
    6	94
> Cc1ccccc1NC(=O)CSC(=O)c1ccccc1
    1	72
> COc1ccc([C@H]2CC(=O)C=C(c3ccc(Br)c4ccccc34)C2)cc1
    2	97
> COc1ccc([C@H]2CC(=O)C=C(c3cccc(Br)c3)C2)cc1OC
    -5	122
> O=C(O)COCC(=O)N1CCCN(c2ccc(C(F)(F)F)cn2)CC1
    -2	96
> CC(C(=O)Nc1ccc(S(=O)(=O)N2CCCC2)cc1)N1CCN(c2ccccc2O)CC1 (stereo not given)
    -2	90
> COc1ccccc1OCC(O)CN1CCOCC1 (stereo not given)
    4	100
> O=C(COc1ccc2cc(Br)ccc2c1Br)N1CCOCC1
    7	132
> COc1ccc(S(=O)(=O)N2CCN(Cc3cc(OC)c(OC)c(OC)c3)CC2)cc1
    0	99
> C=CC[C@@H](Cc1ccc(F)cc1)C(=O)OC[C@H]1CCCN1C(=O)[C@H](CC=C)CC(=O)N[C@H](CO)Cc1ccccc1
    0	121
> CCOC(=O)[C@@H]1[C@H]2COc3cc(OC)ccc3[C@@H]2N2C(=O)N(c3ccc(F)cc3)C(=O)[C@@]12C
    -1	97
> Cc1nn(CC(=O)c2ccc3c(c2)OCCO3)c(=O)c(C#N)c1C
    16	106
> O=C(Cc1c(F)cccc1Cl)OCC(=O)c1ccc[nH]1
    7	118
> C[C@H](CO)N1C[C@H](C)[C@@H](CN(C)C(=O)Nc2ccc(C(F)(F)F)cc2)Oc2ccc(NS(=O)(=O)c3cn(C)cn3)cc2C1=O
    8	94
> C#CCOCCOCCOCCNc1nc(N2CCN(C(=O)[C@H](CCCN=C(N)N)n3cc(C(N)[C@H](C)CC)nn3)CC2)nc(N2CCN(C(=O)[C@H](CC(N)=O)n3cc(C(N)[C@@H](C)CC)nn3)CC2)n1 (stereo not given in full)
    39	100
> COc1ccccc1N(C)S(=O)(=O)c1ccc(C(=O)Nc2cccc(Br)c2)cc1
    -1	124
> COc1ccccc1CN1CC(C(=O)NCc2nc3ccccc3n2C)CCC1=O (stereo not given)
    5	93
> O=C(CSc1ccc([N+](=O)[O-])cc1)Nc1nnc(C2CC2)s1
    0	100

(next part)
Value order – JMJD2C inh	Yeast superoxide
> C[C@H](CO)N1C[C@H](C)[C@@H](CN(C)C(=O)Nc2ccccc2)Oc2c(NC(=O)NC3CCCCC3)cccc2C1=O
    2	87
> Cc1ccc(NC(=O)CN(C)C(=O)COc2ccccc2-c2ccccc2)cc1
    -12	113
> NC(=O)c1ccc(OCC(=O)N2CCNC2=O)cc1
    1	126
> CCOCc1c(C(=O)NCC(c2ccco2)N2CCCC2)oc2ccccc12 (stereo not given)
    -8	109

Bioassay records (PubChem)
